# Screens as filed in PubChem BioAssay.
# PABP1 MLLE inh: inhibitors of microRNA-mediated deadenylation, human PABP1 MLLE binding. actives 0.36% (n = 360,000). P11940. AID 588489. GST-MLLE / FITC-PAM2 fluorescence polarization. inhibition, % at 20 µM; in the data active means inhibition above about 35%, passing the limit was not always enough;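 further: plate controls were DMSO wells with GST-MLLE for no effect and wells lacking GST-MLLE protein for full effect; some results filed as inactive read as strong as hits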
# Target sequence (P11940 whole entry, looked up): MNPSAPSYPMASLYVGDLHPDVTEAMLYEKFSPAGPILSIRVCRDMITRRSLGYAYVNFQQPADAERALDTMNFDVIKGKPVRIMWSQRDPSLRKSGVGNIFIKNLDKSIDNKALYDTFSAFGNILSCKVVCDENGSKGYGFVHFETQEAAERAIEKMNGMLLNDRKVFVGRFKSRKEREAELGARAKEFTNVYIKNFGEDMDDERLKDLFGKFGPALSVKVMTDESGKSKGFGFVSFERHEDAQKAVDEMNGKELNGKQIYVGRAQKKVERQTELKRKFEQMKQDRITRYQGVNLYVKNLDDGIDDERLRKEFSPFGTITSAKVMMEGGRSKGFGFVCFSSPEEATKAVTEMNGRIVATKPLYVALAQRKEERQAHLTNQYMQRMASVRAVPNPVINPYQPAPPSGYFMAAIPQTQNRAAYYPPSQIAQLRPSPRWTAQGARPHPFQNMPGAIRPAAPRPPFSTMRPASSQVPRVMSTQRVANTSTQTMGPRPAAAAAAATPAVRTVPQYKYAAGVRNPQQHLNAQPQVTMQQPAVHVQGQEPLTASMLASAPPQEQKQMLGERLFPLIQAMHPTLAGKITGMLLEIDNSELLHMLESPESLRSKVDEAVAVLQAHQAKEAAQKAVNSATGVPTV
# Rin1-Abl PPI inh: human Rin1-Abl interaction inhibition | P00519+Q13671 | TR-FRET Rin1/Abl binding, biochemical | inhibition, % at 7.35 µM | actives 0.4% (n = 360,000); in the data active means inhibition above about 5%, passing the limit was not always enough
# Neddylation inh: blocks human cullin neddylation; P61081+Q13564; TR-FRET cullin neddylation, biochemical; calls only at 25 µM; actives 0.58% (n = 360,000); AID 651699; in the data active means inhibition above about 36%
# Rpn11 block: Rpn11 (human) deubiquitinase inhibition; O00487; human 26S proteasome, Ub4-pepOG fluorescence polarization; 20S core pre-blocked with epoxomicin; calls only at 20 µM; actives 0.59% (n = 360,000);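 active means inhibition at 20 µM, scaled to each plate's controls, above about 33%, limit read from the data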
# MT1-MMP act inh: blocks activation of human MT1-MMP | actives 0.061% (n = 360,000) | GFP/RFP ratio change, % at 20 µM | P50281 | AID 651647 | HT1080 RFP-PRO-GFP cells, GFP/RFP ratio fluorescence, overnight; percent of plate control window, DMSO zero;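 active means GFP/RFP ratio change of at least 30% with cell ATP level not reduced by more than half and red fluorescence within 50% of control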; further: strong numbers were not always called active
#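 Material – HT1080 RFP-PRO-GFP cells · Control set – DMSO wells and RFP-L50D-GFP cells · Incubation – overnight cell settling, then overnight compound exposure, 37 °C, 5% CO2 · Compound dosing – single-point 20 µM compound, 1% DMSO · Read-out – GFP/RFP fluorescence ratio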
# NadD inh: NadD (S. aureus) enzyme inhibition | purified NadD enzyme, colorimetric absorbance read-out | inhibition, % at 20 µM | actives 0.78% (n = 360,000) | AID 602399; in the data active means inhibition above about 26%; further: some compounds past the cut are filed as inactive
# CSN inh: inhibitors of human CSN-mediated cullin deneddylation. Q92905. Purified CSN, SCF-Nedd8-OG deneddylation, fluorescence polarization. inhibition, % at 12.5 µM. actives 0.38% (n = 360,000);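 active means pattern-corrected inhibition above about 35%, with an unprinted fluorescence ratio check between 0.5 and 1.5, limit read from the data, passing the limit was not always enough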;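 further: 0% = enzyme with substrate and 100% = substrate without enzyme; some results filed as inactive read as strong as hits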
# Target sequence (Q92905 whole entry, looked up, one chain of several): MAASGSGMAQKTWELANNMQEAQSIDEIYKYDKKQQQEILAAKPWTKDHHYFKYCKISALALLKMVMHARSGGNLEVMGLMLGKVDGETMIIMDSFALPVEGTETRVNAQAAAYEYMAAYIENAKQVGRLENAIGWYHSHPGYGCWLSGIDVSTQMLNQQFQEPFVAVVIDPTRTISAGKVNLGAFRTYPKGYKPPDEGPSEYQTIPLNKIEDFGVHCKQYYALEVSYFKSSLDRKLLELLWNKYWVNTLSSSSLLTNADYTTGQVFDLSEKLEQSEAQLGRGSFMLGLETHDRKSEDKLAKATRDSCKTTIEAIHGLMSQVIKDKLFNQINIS
#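 Test system: purified human Csn5 enzyme expressed in HEK293T cells. Amount: 0.24 nM enzyme. Reagent: SCFSkp2-Nedd8OG substrate at 10 nM final. Schedule: 90 min incubation of compound, enzyme and substrate at room temperature. Detection: fluorescence polarization. Read-out: % inhibition of substrate cleavage by Csn5.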
# FAS TE block: blocks the thioesterase domain of human fatty acid synthase | P49327 | recombinant FAS-TE, OMFH fluorogenic substrate, fluorescence endpoint | inhibition, % at 15 µM | actives 0.67% (n = 360,000) | AID 602261;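 active means compounds whose normalised, plate-corrected inhibition of enzyme fluorescence in the single-dose primary screen is 50% or more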;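 further: 0% = DMSO with enzyme and 100% = substrate without enzyme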
# SKN-1 block: C. elegans SKN-1 inhibition | AID 624304 | C. elegans VP596 Pgst-4::GFP/RFP ratio, acrylamide-induced, 24 h | inhibition, % at 21.8 µM | actives 0.49% (n = 360,000);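 active means interference check ratio from 0.5 to 1.5 plus GFP to RFP signal ratio inhibition reaching or exceeding a fixed threshold, cut at about 30% in these data, passing the limit was not always enough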; further: some compounds called inactive have numbers as strong as hits
# * hit, by the source's call; i = inactive; . = not tested or not shown.
SMILES,PABP1 MLLE inh,Rin1-Abl PPI inh,Neddylation inh,Rpn11 block,MT1-MMP act inh,NadD inh,CSN inh,FAS TE block,SKN-1 block
CC(C)C[C@H]1COc2cccc(N3CCN(Cc4ccccc4F)CC3)c2S(=O)(=O)N1,.,.,i,.,4,-8,-1,14,3
CCN1CCN(Cc2ccc(NC(=O)c3ccc(C)c(NC(=O)c4cc(-c5ccc(Br)cc5)n[nH]4)c3)cc2C(F)(F)F)CC1,14,4,i,i,16,32*,-3,-9,-8
Cc1cccc(C(=O)Nc2ccc(O)cc2)c1,6,1,i,i,12,2,1,-7,-3
CCCCCNC(=O)C(c1ccncc1)n1c(=O)c(-c2ccco2)nc2ccccc21 (centres undefined),.,.,i,.,-5,.,2,.,26
CC(C)Oc1ccc(CN2CCCC(CO)(Cc3ccc(F)cc3)C2)cc1 (centres undefined),-14,-1,i,i,0,-10,-4,-1,17
N#Cc1cccc(-n2nnnc2-c2ccc3c(c2)OCO3)c1,5,-1,i,i,-1,1,-3,-4,-7
CCCN1CCCc2ccccc21,6,-3,i,i,3,0,0,-8,11
Cc1noc(C)c1C(=O)OC(C)C(=O)Nc1ccc([N+](=O)[O-])cc1C(F)(F)F (centres undefined),-6,3,i,i,3,-4,0,-1,4
Cn1nnnc1SCc1ccc(Cl)cc1,6,2,i,i,0,2,2,1,-8
CCc1ccc(NC(=O)CCc2c(C)nn(-c3ccc(N4CCCCC4)nn3)c2C)cc1,-5,-2,i,i,2,2,0,17,9
COP(=O)(OC)C(Nc1ccc(Cl)cc1)c1ccccc1 (centres undefined),-10,-2,i,i,4,-2,-1,-3,-2
CC1(C)Cc2c(ccc3ccccc23)C2=C(C(=O)N3CCCC3)C(=O)C(=O)N21,12,-7,i,i,-1,1,-2,-2,9
CSc1ncccc1C(=O)N1CCCC(Nc2ccc(C)c(C)c2)C1 (centres undefined),6,-3,i,i,0,3,1,-3,10
CCOc1ccc(-c2nonc2NC(=O)c2ccco2)cc1,3,5,i,i,-1,-1,6,-2,-14
Nc1nonc1-n1nnc(C(=O)N/N=C\c2cccc(Cl)c2)c1CN1CCOCC1,-2,-2,i,i,3,-1,-2,-2,10
CCOc1cc(S(=O)(=O)N2CC=C(c3ccc(F)cc3)CC2)c(OCC)cc1-n1cnnn1,-1,3,i,i,-3,5,-6,45,-2
COc1cccc(C(=O)CSc2nc3ccccc3n2CC(=O)N(C(C)C)C(C)C)c1,-9,5,i,i,9,3,0,-6,-7
NC(=S)N=Nc1ccc(O)cc1,27,-3,i,i,-1,5,-7,-8,13
CCN1CCCC1Cn1cnc2c([nH]c3ccc(Cl)cc32)c1=O (centres undefined),-9,-7,i,i,-1,4,2,-7,-8
Cc1nc2ccccc2c(=O)n1/N=C/c1ccc(F)cc1,7,1,i,i,-1,-4,-2,-3,34
COc1cc(NC(=O)c2ccc3c(c2)OCO3)ccc1NC(=O)c1ccco1,4,-1,.,i,2,4,0,10,5
COc1ccc2c(c1OC)C(=O)N(c1cccc(C)c1)C2,-8,4,i,i,1,-1,1,4,16
CCOc1ccc(NC(=O)N(CC(C)C)CC(C)C)cc1,16,1,i,i,0,-1,-2,-4,2
Cc1ccc(CNC(=O)CSc2ncn[nH]2)cc1,0,5,i,i,-1,-3,2,-6,-10
CC(C)(C)OC(=O)NCCc1nnc(S(=O)(=O)Cc2ccc(Cl)cc2Cl)o1,3,-3,i,i,0,1,-2,64*,-21
CCOC(=O)c1c(N2C(=O)CC(Sc3ccccc3C(=O)O)C2=O)sc(C)c1C (centres undefined),22,-4,i,i,-2,-4,-3,-2,-4
CCCCCc1ccc(-c2cn(CN3C(=O)c4ccccc4C3=O)nn2)cc1,-4,-1,i,i,0,16,1,-8,-1
COc1cc(C(=O)NCCC(=O)NC2CCCc3ccccc32)cc(OC)c1OC (centres undefined),5,2,i,i,0,-9,1,-4,-25
Fc1ccc(CN2CCSCC2)cc1Br,-3,1,i,i,3,-7,5,0,4
COc1ccc([C@H]2CC(=O)C[C@@H](CCn3cc(-c4ccccc4)nn3)O2)cc1,.,.,i,.,4,-4,-5,-4,25
O=S(=O)(NCc1nnnn1-c1ccc(F)cc1)c1ccc(F)cc1,-4,3,i,i,4,-4,0,-1,13
COc1cc(NC(=O)Cc2ccccc2)nc(OC)n1,-8,3,i,i,1,-7,5,-3,6
CC(=O)C1=CCC(c2ccc(Br)cc2)N(S(=O)(=O)c2ccc(C)cc2)C1 (centres undefined),3,1,i,i,1,-8,-2,16,5
CC1CCCN(S(=O)(=O)c2ccc(NC(=O)C3CCN(C(=O)C(C)(C)C)CC3)cc2)C1 (centres undefined),-7,6,i,i,6,3,-2,1,-8
CS(=O)(=O)c1ccc(C(=O)CN2C(=O)NC3(CCCc4ccccc43)C2=O)cc1 (centres undefined),0,-1,i,i,-1,-8,-3,-2,7
CCC1OC(C(C)C)Cc2[nH][nH]c(=O)c21 (centres undefined),.,.,i,.,5,-6,1,-11,15
CC(C)c1ccc(-n2c(-c3ccccc3)c[n+]3c2CCc2ccccc2-3)cc1,-6,3,i,i,-24,8,-10,0,11
Cn1c(=O)c2c(nc(NCCOc3ccc(F)cc3)n2C)n(C)c1=O,2,-6,i,i,-3,8,-4,-3,3
CCCCN(C=O)c1c(CC)nc2c(OCc3ccccc3C)cccn12,4,-3,i,i,0,4,-1,2,-9
CCn1cc(CN2CCN(CCC(C)C)C(CCO)C2)c2ccccc21 (centres undefined),0,-2,i,i,3,0,0,-2,22

# Fetched by compound from the list above, 2 records:
SMILES,PABP1 MLLE inh,Rin1-Abl PPI inh,Neddylation inh,Rpn11 block,MT1-MMP act inh,NadD inh,CSN inh,FAS TE block,SKN-1 block
CC(C)c1ccc(-n2c(-c3ccccc3)c[n+]3c2CCc2ccccc2-3)cc1,-6,3,i,i,-24,8,-10,0,11
CCOc1ccc(NC(=O)N(CC(C)C)CC(C)C)cc1,16,1,i,i,0,-1,-2,-4,2

# Additional compounds:
SMILES,PABP1 MLLE inh,Rin1-Abl PPI inh,Neddylation inh,Rpn11 block,MT1-MMP act inh,NadD inh,CSN inh,FAS TE block,SKN-1 block
COc1ccc(Cc2nnc(CCc3ccccc3)s2)cc1,-3,6,i,i,-1,-1,-1,5,-4
COC(=O)c1sccc1NC(=O)C1C2C=CC(C2)C1C(=O)O (centres undefined),-7,-3,i,i,-3,-6,1,-6,15
Cc1nc2scc(C)n2c(=O)c1S(=O)(=O)N1CCN(c2cccc(C(F)(F)F)c2)CC1,0,2,i,i,-1,-8,4,29,11
Cc1ccccc1NC(=O)C(C#N)Cc1cccnc1 (centres undefined),-7,-4,i,i,-6,-2,-6,-7,-16
COc1cc(-c2c(CCO)sc3ccccc23)cc(OC)c1OC,.,.,i,.,0,-2,-3,-5,-12
C/C=C/c1ccc(OCC(=O)O)c(OC)c1,7,-1,i,i,3,-4,0,-4,-22
CC1(C(=O)NS(=O)(=O)c2ccccc2)CCN1C(=O)CC1CCCCC1 (centres undefined),12,-1,i,i,3,-2,3,-4,22
CC1CCCCC1NC(=O)CN1C(=O)NC(C)(c2ccc(OC(F)F)cc2)C1=O (centres undefined),-15,4,i,i,10,3,-2,-1,4
O=C(CSc1nnc(-c2ccc(F)cc2)o1)NC1CCCC1,-7,2,i,i,1,0,2,-4,1
O=C(Cc1sc(Nc2ccccc2)nc1-c1ccccc1)NCc1ccccc1,-23,-3,i,i,2,2,-10,30,9
COc1ccccc1CNC(=O)CN1C(=O)NC(Cc2ccccc2)(c2ccccc2)C1=O (centres undefined),0,4,i,i,-1,-4,0,-6,4
Cc1cc(=O)[nH]c2[nH][nH]c(=O)c12,-7,1,i,i,1,7,3,-3,2
Cc1cccc(C)c1-n1c(C)cc(/C=C2\C(=O)NN(c3ccccc3)C2=O)c1C,-2,5,i,i,-2,22,1,-6,-5
S=C(NCc1cccnc1)Nc1cccc(Cl)c1,14,0,i,i,-1,1,-2,-4,5
O=C(CCc1ccc(S(=O)(=O)NC2CCCCC2)cc1)NCc1ccccc1,-18,-2,i,i,3,-6,-8,5,4
Cc1ccc(S(=O)(=O)N2CCC(C(=O)OCC(=O)N3CCCC(C)C3)CC2)cc1C (centres undefined),4,-1,i,i,1,1,-1,1,7
COc1cccc(NC(=O)C2CCN(S(=O)(=O)c3ccc4c(c3)C(C)(C)C(=O)N4C)CC2)c1,-1,1,i,i,-2,-6,-3,-1,-11
O=C(Nc1ccc2snnc2c1)N1CCCCC1,-10,3,i,i,0,-6,1,-3,8
CCN(CC)S(=O)(=O)c1ccc(N2CCOCC2)c(NC(=O)c2ccccc2)c1,6,0,i,i,0,-3,-1,2,4
COC(=O)c1ccc(CSc2nc3c(cnn3-c3ccc(C)cc3)c(=O)[nH]2)o1,-3,3,i,i,1,1,-3,-2,5
CCSc1nc(N)c(NC(=O)c2ccc(Br)o2)c(=O)[nH]1,-1,2,i,i,1,-3,0,0,6
CCNC(=O)NC1(C(=O)Nc2ccc3c(c2)OCCO3)CCCCC1,10,-1,i,i,0,5,-1,-5,-4
CN(C)C(=O)CCc1ccc2c3c([nH]c2c1)[C@]1(CCC2CCCC2)[C@@H](C(=O)N2CCOCC2)C[C@H](CC(=O)NC(C)(C)C)C(=O)N1CC3,1,-2,i,i,1,-4,-3,33,8
CCc1nc2ccc(C(=O)N3CCN(C(=O)c4ccco4)CC3)cn2c1N(C)Cc1cccs1,-2,3,i,i,1,2,-4,-5,-4
CC[C@H](C)[C@@H]1OC(=O)[C@@H](C)[C@@H](CC)NC(=O)[C@H](C)N(C)C(=O)C(C)(C)C(=O)C(C)NC(=O)[C@H](Cc2ccccc2)N(C)C(=O)[C@H](C(C)C)N(C)C(=O)CNC(=O)[C@H](CC(C)C)N(C)C(=O)CNC1=O (some centres undefined),4,3,i,i,-15,-6,0,-6,6
Cc1onc(-c2ccccc2)c1C(=O)Nc1ccc(Br)cc1Cl,-8,3,i,i,-2,-3,3,9,7
COc1ccc(C(=O)C2CCCN(Cc3cccc4c3OCO4)C2)cc1OC (centres undefined),14,-3,i,i,-4,0,1,-4,5
Cn1c(CNC(=O)C(C)(C)C)nc2ccccc21,0,0,i,i,2,1,-7,-7,18
CCn1c(CC(=O)Nc2ccc(C)c(Cl)c2)nnc1SCC(=O)Nc1nc(C)cs1,-7,7,i,i,2,-1,0,0,1
CCN(CC)CCCC(C)NC(=O)c1c(NC(=O)c2ccccc2)sc2c1CCCC2 (centres undefined),12,-4,i,i,-7,-5,-1,-3,16
CNc1nc(CC(C)=O)ns1,13,0,i,i,-1,5,2,-4,11
CCCc1nc2oc3ccccc3c(=O)c2c(=O)n1CCCOC,0,0,i,i,-3,8,-2,-6,10
Nc1nc(SCC(=O)Nc2ccc3c(c2)CCC3)n[nH]1,-40,1,i,i,.,4,-14,-23,9

# Single records (already shown). Order of screens: PABP1 MLLE inh	Rin1-Abl PPI inh	Neddylation inh	Rpn11 block	MT1-MMP act inh	NadD inh	CSN inh	FAS TE block	SKN-1 block
# `CCNC(=O)NC1(C(=O)Nc2ccc3c(c2)OCCO3)CCCCC1` across the screens: 10	-1	i	i	0	5	-1	-5	-4
# `O=S(=O)(NCc1nnnn1-c1ccc(F)cc1)c1ccc(F)cc1` across the screens: -4	3	i	i	4	-4	0	-1	13
# `CC(C)c1ccc(-n2c(-c3ccccc3)c[n+]3c2CCc2ccccc2-3)cc1` across the screens: -6	3	i	i	-24	8	-10	0	11
